# Shiga toxin inh = blocks Shiga toxin action in Vero cells. Vero cells, Shiga toxin protein synthesis inhibition reporter. inhibition, % at 38.7 µM. actives 9.2% (n = 290,000). AID 2315; in the data active = inhibition mostly above about 28%, no sharp cut-off; inactive = mostly below about 43%; note: 0% is about no effect
# HCMV inh = human cytomegalovirus inhibition; HFF cells, HCMV-luciferase reporter, 72 h; stronger effect = lower value; activity change, negative = inhibition, % at 57.5 µM; actives 4.5% (n = 410,000); in the data active = activity change below about -60%; inconclusive = no clear call, values can overlap the other calls; inactive = above about -39%; note: % is set by controls: 0 for no effect and ±100 for the full control effect
#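 Steps: HFFs plated, 16 h 37C; compounds added; HCMV-luciferase added to MOI 1 PFU/cell; 72 h 37C; OneGlo reagent, 5 min room temperature; luminescence read, normalized to controls.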
# Cycloheximide cs = counter-screen for Shiga toxin inhibitors: cycloheximide protein synthesis inhibition | cell reporter, cycloheximide protein synthesis inhibition counterscreen | max response, % | actives 12% (n = 300,000); in the data active = max response mostly above about 13%, no sharp cut-off; inactive = mostly below about 14%; note: read at 38.3 µM for the half of the compounds with a filed dose; 0% is about no effect
# AmpC inh detg = blocks E. coli AmpC beta-lactamase in detergent assay | Potency, µM (titrated, usually from 114 µM), for inactives: at the top dose activity change, negative = inhibition, usual class: inhibitors | actives 0.041% (n = 370,000) | AID 485294 | AmpC hydrolysis of nitrocefin, absorbance 480 nm, 0.01% Triton | P00811;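 note: potency is the fitted concentration of half-maximal effect; 0% = no-compound wells and -100% = no-enzyme wells; nearly all actives have a fitted effect of over 25% in size; some results filed as inactive show a strong effect at the top dose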
# Target sequence (P00811 whole entry, looked up): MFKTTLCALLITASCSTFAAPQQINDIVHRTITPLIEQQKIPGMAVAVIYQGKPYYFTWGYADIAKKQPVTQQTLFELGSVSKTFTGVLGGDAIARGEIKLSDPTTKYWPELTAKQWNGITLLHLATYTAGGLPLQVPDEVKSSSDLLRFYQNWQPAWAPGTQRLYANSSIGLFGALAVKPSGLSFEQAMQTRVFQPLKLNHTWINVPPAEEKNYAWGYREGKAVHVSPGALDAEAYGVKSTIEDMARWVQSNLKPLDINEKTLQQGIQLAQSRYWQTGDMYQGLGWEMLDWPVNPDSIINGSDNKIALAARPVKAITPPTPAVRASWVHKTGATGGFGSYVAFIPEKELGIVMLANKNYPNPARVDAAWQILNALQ
#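 20 mM phosphate pH 7.0 + 0.01% (detergent screen) or 0.0001% Triton X-100; 5.3 nM AmpC reagent; cpd preinc 15 min RT; nitrocefin (800 uM stock) to start; A480 q20 s × 4 min; Activity was normalised to no-enzyme and no-compound control wells.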
# AmpC inh no detg = AmpC beta-lactamase inhibition without detergent | P00811 | Potency, µM (doses to about 57.1 µM), for the others: top-dose activity change, negative = inhibition, usual class: inhibitors | AmpC nitrocefin hydrolysis, absorbance 480 nm, 0.0001% Triton | actives 0.52% (n = 330,000);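 note: potency is the fitted concentration of half-maximal effect; plate controls were no compound for no effect and no enzyme for full effect; nearly all actives have a fitted effect of over 20% in size; some results filed as inactive show a strong effect at the top dose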
#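 AmpC (5.3 nM in the dispensed reagent) in 20 mM phosphate pH 7.0 with 0.01% (detergent screen) or 0.0001% Triton X-100 was preincubated with compounds for 15 min at room temperature. Nitrocefin was then added from an 800 uM solution, and hydrolysis was followed at 480 nm.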
# Giardia FBPA inh = inhibitors of Giardia lamblia fructose-1,6-bisphosphate aldolase. A8B2U2. actives 0.71% (n = 290,000). Potency, µM (doses to about 59.6 µM), for inactives: at the highest dose activity, negative = inhibition, most hits filed as inhibitors. purified Giardia FBPA; note: potency is the fitted concentration of half-maximal effect; % is set by controls: 0 for no effect and ±100 for the full control effect; nearly all actives have a fitted effect of over 55% in size
# Target sequence (A8B2U2 whole entry, looked up): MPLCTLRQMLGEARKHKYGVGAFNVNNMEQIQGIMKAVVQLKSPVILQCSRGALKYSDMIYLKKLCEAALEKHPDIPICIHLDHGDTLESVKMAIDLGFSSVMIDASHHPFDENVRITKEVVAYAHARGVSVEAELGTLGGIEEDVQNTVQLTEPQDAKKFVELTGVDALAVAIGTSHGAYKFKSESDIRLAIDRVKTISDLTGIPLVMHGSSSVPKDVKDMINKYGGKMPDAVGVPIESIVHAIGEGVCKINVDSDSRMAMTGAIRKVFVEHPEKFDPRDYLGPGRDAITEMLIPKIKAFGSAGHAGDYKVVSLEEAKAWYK
#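 40 nM FBPA preincubated 10 min at RT with compound (up to 57.5 uM final), then substrate plus GAPDH/TPI/NAD/arsenate coupling and diaphorase/resazurin added. Fluorescence read after 20 min at RT, 525/598 nm.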
# AMA1 RON2 block = AMA1-RON2 (P. falciparum) interaction inhibition; AlphaScreen AMA1-biotinylated RON2 peptide binding; Potency, µM (highest dose often 58.2 µM), inactives show at the top dose activity change, negative = inhibition, usual class: inhibitors; actives 0.2% (n = 360,000); AID 720542;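 note: potency is the fitted concentration of half-maximal effect; 0% = vehicle wells and -100% = peptide control; nearly all actives have a fitted effect of over 45% in size; some results filed as inactive show a strong effect at the top dose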
#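 AMA1 (3D7) with his tag at 25 nM final met compounds first, then biotinylated RON2 peptide at 25 nM; detection used donor plus acceptor beads, 10 µg/mL apiece, read by AlphaScreen after 30 min at room temperature.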
# * marks the source's active call; other numbers are inactive results; ? = inconclusive; . = no result given; & = joins results of further samples; [ ] = remark or other dose. Unless noted, calls come from the whole dose curve; as a rule, active = well fitted curve in the direction sought with a large enough effect; inconclusive = small, poorly fitted or top-dose-only effect, or another doubt; inactive = no such curve, though single readings can be large; an effect the other way counts as inactive or inconclusive. An unsorted share of the library (roughly 16% active in at least one column).
nr	Structure	Shiga toxin inh	Giardia FBPA inh	AmpC inh no detg	HCMV inh	AMA1 RON2 block	AmpC inh detg	Cycloheximide cs
1	COCCCN1C(=O)C(=O)/C(=C(/O)c2ccc(S(=O)(=O)N3CCOCC3)cc2)C1c1ccc(C)cc1 (stereo not drawn)	1	.	-31%	?	-28%	3%	-2
2	O=S(=O)(c1ccc(NC(=S)N/N=C/c2c3ccccc3cc3ccccc23)cc1)N1CCOCC1	27	-13%	-35%	-95*	63%[activator]	-1%	9
3	O=[N+]([O-])CC(c1ccccc1)P(=O)(c1ccccc1)c1ccccc1 (stereo not drawn)	-1	-4%	19%	1	-8%	11%	-4
4	c1ccc(-c2nnc(N3CCOCC3)nc2-c2ccccc2)cc1	-19	-2%	23%	42	7%	-15%	-3
5	OCc1cc(CO)c(O)c(CCc2ccccc2)n1	-9	-9%	-9%	10	0%	-1%	-2
6	Cc1ccc(S(=O)(=O)N2CCOCC2)cc1C(=O)N(C)CCOc1ccc(Cl)cc1	1	-7%	182%[activator]	-33	5%	6%	-2
7	CCOc1cc(NC(=S)NCCCN2CCOCC2)c(OCC)cc1NC(=O)c1cccc(F)c1	18	-20%	4%	2	1%	-8%	-2
8	CCOC(=O)c1cccc(NC(=O)CCn2nc(C)c(S(=O)(=O)N3CCCCC3)c2C)c1	-10	12%	114%[activator]	?	-5%	-12%&-6%	-3
9	CCCCn1c(=O)[nH]c2nc3cc(N)ccc3nc2c1=O	81*	0.14µM*	-36%	35	-7%	-4%	80*
10	O=C(c1cccc(S(=O)(=O)NCc2ccc3c(c2)OCO3)c1)N1CCCC1	.	.	-11%	-20	3%	-7%	.
11	O=C(COC(=O)c1ccc(Cl)c([N+](=O)[O-])c1)NC1CCCC1	-9	6%	-16%	4	-6%	-3%	-4
12	COCCn1c(C)cc(C(=O)COC(=O)CCN2C(=O)c3ccccc3C2=O)c1C	-47	-2%	26%	-15	-16%	2%	7
13	CCOC(=O)c1sc2nc3n(c(=O)c2c1C)CCCCC3	103*	5%	24%	28	4%	?	47*
14	CC(C)C(=O)Nc1cccc(C(=O)Nc2ccccc2C(=O)O)c1	-17	2%	-23%	38	-3%	?	-3
15	O=c1[nH]c(=O)n(Cc2ccco2)c(O)c1/C=N/N1CCCCCC1	5	-3%	-4%	-18	0%	-10%	-2
16	Cc1ccc(NC(=S)N2CCOCC2)cc1	18	-8%	-28%	43	16%	0%	-2
17	O=C1c2ccccc2C(=O)N1Nc1ccc([N+](=O)[O-])cc1[N+](=O)[O-]	.	-1%	-6%	57	-8%	-12%	-1
18	COc1ccc(-c2cc(=O)oc3cc(OCC(=O)N4CCOCC4)ccc23)cc1	-2	7%	44%	13	15%	-2%	-3
19	O=C(CSc1ncccc1C(=O)O)Nc1ccc2c(c1)OCCO2	82*	-2%	-16%	16	-6%	0%	100*
20	CCCCn1nc2cc(C(=O)N(CC)c3ccc(OC)cc3)ccc2c1OCC	-3	-1%	?	15	3%	0%	-2
21	CCOC(=O)c1c(NC(=O)COC)sc(C(C)=O)c1C	-2	4%	26%	61	6%	-1%	-2
22	Cc1cc(OCC(=O)N2CCN(c3cccc(Cl)c3)CC2)c2c(C)c(C)c(=O)oc2c1	-5	-7%	-21%	0	-2%	-6%	-6
23	O=S(=O)(/C=C/c1ccccc1)Nc1cccc(S(=O)(=O)NC2=NCCC2)c1	-8	3%	-59%	-26	14%	1%	-1
24	Cc1cccc(CC(=O)NCCN2CCCCC2)c1	-3	-7%	-14%	14	-2%	0%	-2
25	CCCCCC(=O)N[C@@H](c1ccccc1)[C@@H](O)C(=O)O[C@H]1C[C@@]2(O)[C@@H](OC(=O)c3ccccc3)C3[C@](C)(C(=O)[C@H](OC(C)=O)C(=C1C)C2(C)C)[C@@H](O)C[C@H]1OC[C@@]31OC(C)=O (stereo partly drawn)	3	6%	207%[activator]	?	-1%	?	-1

# Structures from the list above that contain an NH in an aromatic ring (2):
nr	Structure	Shiga toxin inh	Giardia FBPA inh	AmpC inh no detg	HCMV inh	AMA1 RON2 block	AmpC inh detg	Cycloheximide cs
9	CCCCn1c(=O)[nH]c2nc3cc(N)ccc3nc2c1=O	81*	0.14µM*	-36%	35	-7%	-4%	80*
15	O=c1[nH]c(=O)n(Cc2ccco2)c(O)c1/C=N/N1CCCCCC1	5	-3%	-4%	-18	0%	-10%	-2

# Going on with the list.
nr	Structure	Shiga toxin inh	Giardia FBPA inh	AmpC inh no detg	HCMV inh	AMA1 RON2 block	AmpC inh detg	Cycloheximide cs
26	Brc1ccc(-c2nnc(-c3ccc4c(c3)OCO4)o2)o1	111*	0%	-18%	75	-4%	?	35*
27	O=C(CCSCCC(=O)N1CCCC1)N1CCCC1	-12	6%	-1%	16	0%	-1%	-2
28	Cc1ccc(S(=O)(=O)C2(C(=O)NCc3ccccc3Cl)CC2)cc1	11	0%	-3%	-39	1%	2%	8
29	Cn1cnnc1SCC(=O)N1c2ccccc2-c2c(ssc2=S)C1(C)C	-12	1%	-15%	.	.	-13%	9
30	O=C(COC(=O)C12CC3CC(CC(Br)(C3)C1)C2)Nc1c(F)cccc1F	.	.	-29%	-36	-3%	.	.
31	Cc1ccc2c(c1)N(CC(=O)NC1CCCCCC1)C(=O)c1cccnc1O2	-7	4%	35%	-33	-9%	7%	11
32	COc1ccc(C(=O)Nc2ccc(NC(=O)c3cccs3)cc2)cc1Cl	-6	3%	-22%	-76*	14%	?	-1
33	CCc1nnc(NC(=O)CN2CC(C)OC(C)C2)s1 (stereo not drawn)	-4	3.5µM*	-27%	8	4%	-8%	-1
34	Cc1nn(C(=O)c2ccc3c(c2)OCO3)c(N)c1-c1ccccc1	76*	-7%	-2%	7	-4%	?	39*
35	CC(NC1CCCCC1)C(O)C12CC3CC(CC(C3)C1)C2 (stereo not drawn)	-21	-1%	-19%	-23	-5%	-1%	3
36	CN1CCN(CCC(=O)Nc2ccc(OCc3ccccc3)cc2)CC1	34	-4%	25%	47	-4%	-4%	4
37	CC(=O)NCCN=Cc1sc2ccccc2c1O	68*	0%	-3%	33	3%	-9%	40*
38	Cc1ccc2nc(-c3ccc(SCC(=O)Nc4ccc5c(c4)OCCO5)nc3)[nH]c2c1	81*	-6%	-27%	45	-1%	?	107*
39	CC(=O)c1ccccc1OC(=O)c1ccco1	19	1%	-11%	-21	5%	?	-4
40	Cn1c(CCNS(=O)(=O)c2ccccc2)nc2cc([N+](=O)[O-])ccc21	-9	1%	-3%	-1	-1%	-13%	1
41	Cc1ccc(NC(=O)CS(=O)CC(=O)N(CC(=O)NC(C)(C)C)c2cccc(C)c2C)cc1 (stereo not drawn)	-11	1%	120%[activator]	19	-5%	-4%	-4
42	O=C1COc2ccc(S(=O)(=O)Nc3cccc(Cl)c3)cc2N1	-8	.	-46%	-1	6%	?	-10
43	CC(=O)c1c(C)[nH]c(C(=O)CSc2nnc3ccccn23)c1C	21	0%	-27%	72	-4%[2.32 µM]	-14%	12
44	CC(=O)c1cccc(NC(=O)CSc2nnc(-c3ccncc3)o2)c1	.	.	-10%	-8	-6%	?	.
45	O=C(NCc1ccccc1)C12CC3CC(CC(C3)C1)C2	-5	-8%	-19%	15	3%	-10%	-5
46	COc1ccc(Cl)cc1N(C)C(=O)CCNC(=O)Cn1cnc2ccccc2c1=O	-13	0%	47%	18	-1%	-7%	-2
47	Cc1c(OCC(=O)N[C@@H](Cc2c[nH]c3ccccc23)C(=O)O)ccc2c1oc(=O)c1ccccc12	54	35%	-14%	-39	-7%	?	-2
48	N#Cc1ccccc1OCC(=O)OCC(=O)NC1CCCC1	.	.	-21%	0	11%	-3%	.
49	COc1cc(C(=O)Nc2c(C)cc(C)cc2C)c(Br)c(OC)c1OC	-8	1%	11%	?	-8%	4%	-1
50	CC(=O)N(c1ccc2oc(=O)sc2c1)S(=O)(=O)c1cccs1	-11	1%	-56%	-10	8%	2%	-8
51	CCOc1cc(C(=O)N/N=C/C(Br)=C/c2ccccc2)cc(OCC)c1OCC	-16	-5%	-6%	-76*	40%[activator]	-14%	2
52	CC(=O)Nc1ccc(/C=N/NC(=S)NC(C)C)cc1	2	-13%	-46%	23	91%[activator]	-3%	-3

# Compounds 26 through 39 from above:
nr	Structure	Shiga toxin inh	Giardia FBPA inh	AmpC inh no detg	HCMV inh	AMA1 RON2 block	AmpC inh detg	Cycloheximide cs
26	Brc1ccc(-c2nnc(-c3ccc4c(c3)OCO4)o2)o1	111*	0%	-18%	75	-4%	?	35*
27	O=C(CCSCCC(=O)N1CCCC1)N1CCCC1	-12	6%	-1%	16	0%	-1%	-2
28	Cc1ccc(S(=O)(=O)C2(C(=O)NCc3ccccc3Cl)CC2)cc1	11	0%	-3%	-39	1%	2%	8
29	Cn1cnnc1SCC(=O)N1c2ccccc2-c2c(ssc2=S)C1(C)C	-12	1%	-15%	.	.	-13%	9
30	O=C(COC(=O)C12CC3CC(CC(Br)(C3)C1)C2)Nc1c(F)cccc1F	.	.	-29%	-36	-3%	.	.
31	Cc1ccc2c(c1)N(CC(=O)NC1CCCCCC1)C(=O)c1cccnc1O2	-7	4%	35%	-33	-9%	7%	11
32	COc1ccc(C(=O)Nc2ccc(NC(=O)c3cccs3)cc2)cc1Cl	-6	3%	-22%	-76*	14%	?	-1
33	CCc1nnc(NC(=O)CN2CC(C)OC(C)C2)s1 (stereo not drawn)	-4	3.5µM*	-27%	8	4%	-8%	-1
34	Cc1nn(C(=O)c2ccc3c(c2)OCO3)c(N)c1-c1ccccc1	76*	-7%	-2%	7	-4%	?	39*
35	CC(NC1CCCCC1)C(O)C12CC3CC(CC(C3)C1)C2 (stereo not drawn)	-21	-1%	-19%	-23	-5%	-1%	3
36	CN1CCN(CCC(=O)Nc2ccc(OCc3ccccc3)cc2)CC1	34	-4%	25%	47	-4%	-4%	4
37	CC(=O)NCCN=Cc1sc2ccccc2c1O	68*	0%	-3%	33	3%	-9%	40*
38	Cc1ccc2nc(-c3ccc(SCC(=O)Nc4ccc5c(c4)OCCO5)nc3)[nH]c2c1	81*	-6%	-27%	45	-1%	?	107*
39	CC(=O)c1ccccc1OC(=O)c1ccco1	19	1%	-11%	-21	5%	?	-4

# From PubChem BioAssay
